Coupling enz: coupling enzyme interference in Giardia aldolase counter-screen | 0.67% of 290,000 active | coupling enzyme system counterscreen, AmpLite Red fluorescence | AID 2472 | activity change, negative = inhibition, % at 58.2 µM, hits read low; in the data active means activity change below about -30%; further: on the % scale 0 is the no-effect control and ±100 the full control effect
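Counterscreen lacking aldolase: glyceraldehyde-3-phosphate coupling-enzyme reagent preincubated 10 min at RT with compound (at 57.5 uM final), then substrate/coupling system with AmpLite Red added; fluorescence read at 525/598 nm after 20 min RT.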
A-T KAP1 phos: candidate therapy for ataxia-telangiectasia | Potency, µM (highest dose often 57.5 µM), for the others: at the highest dose activation, hits mostly activators | […] A-T fibroblasts, KAP-1 phosphorylation AlphaLISA; neocarzinostatin DNA damage 30 min before lysis | 0.19% of 320,000 active; further: potency means the concentration at half of the fitted maximal effect; % of control where 0% means no effect; nearly all actives have a fitted effect of over 45% in size
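hTERT-immortalized A-T patient fibroblasts ([…]), 500 cells/well in OPTI-MEM, 1% FBS, got compounds for 60 min, then NCS for 30 min at 37C. Lysates were then assayed for phospho-KAP-1 by AlphaLISA (anti-pKAP1 donor, anti-KAP1 acceptor beads), 6 hr at 25C.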
MBNL1-CUG inh: MBNL1-poly(CUG) RNA binding inhibition; Q9NR56; TR-FRET MBNL1-His/biotin-(CUG)12 binding, 665/545 ratio; Potency, µM (doses to about 57.5 µM), for inactives: at the top dose activity change, negative = inhibition, actives largely listed as inhibitors; 0.036% of 280,000 active; AID 2675; active means well fitted inhibition curve with a large enough effect in the signal ratio, with a control signal flat, not every such curve was filed as active; inconclusive means small, poorly fitted or top-dose-only effect, or effect the other way, or a change in a side signal; inactive means no such curve, though single readings can be large or run the other way; the % refers to the signal ratio; further: potency means the concentration at half of the fitted maximal effect; on the % scale 0 is the no-effect control and ±100 the full control effect
Target sequence (Q9NR56 whole entry, looked up): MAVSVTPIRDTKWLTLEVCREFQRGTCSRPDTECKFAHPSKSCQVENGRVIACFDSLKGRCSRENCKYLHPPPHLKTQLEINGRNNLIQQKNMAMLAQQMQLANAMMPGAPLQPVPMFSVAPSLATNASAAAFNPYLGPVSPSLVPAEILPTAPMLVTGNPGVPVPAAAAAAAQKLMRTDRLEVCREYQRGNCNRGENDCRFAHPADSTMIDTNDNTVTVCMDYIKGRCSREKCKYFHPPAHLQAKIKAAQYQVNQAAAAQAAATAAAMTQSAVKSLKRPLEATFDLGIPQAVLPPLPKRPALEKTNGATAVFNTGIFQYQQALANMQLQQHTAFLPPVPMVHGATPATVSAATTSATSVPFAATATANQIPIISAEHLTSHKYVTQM
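TR-FRET readout: Ex 340 nm, 665/545 nm emission ratio, normalized to buffer-only (basal) and MBNL1-(CUG)12 controls. Complex of MBNL1-His with Biotin-(CUG)12, compounds 92 nM–58 uM, incubated 60 min at room temperature.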
GALK inhibitor: galactokinase (human) inhibition; P51570; Purified GALK, Kinase-Glo residual ATP luminescence; Potency, µM (highest dose often 57.5 µM), without a hit: at the top dose activity change, negative = inhibition, actives largely listed as inhibitors; 0.007% of 270,000 active; AID 1868; further: potency means the concentration at half of the fitted maximal effect; on the % scale 0 is the no-effect control and ±100 the full control effect
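Human GALK (5 nM) with 35 uM ATP and 100 uM galactose in 20 mM HEPES pH 8.0, 5 mM MgCl2, 60 mM NaCl, 1 mM DTT, 0.01% BSA. After 1 h at room temperature, leftover ATP was read by Kinase-Glo Plus luminescence.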
KCNH2 3.1 block: KCNH2 3.1 (human) potassium channel inhibition | AID 720553 | 0.95% of 340,000 active | U2OS KCNH2 3.1, thallium flux FluxOr; active compounds read low | activity change, % (tested at about 1.8 µM);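 active means maximum activity change below -70%; inconclusive means maximum activity change from -70% to -50%; inactive means maximum activity change above -50%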;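 further: thallium influx rate constant from kinetic fluorescence after stimulation buffer; on the % scale 0 is the no-effect control and ±100 the full control effect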
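Thallium flux via FluxOr fluorescence (Red40 quencher, 45 min loading) in U2OS cells virally expressing the KCNH2 3.1 isoform (1.77 x 10^8 /mL virus, overnight at 37 C). Rate constants from 2-min kinetic reads post-stimulation, normalised to positive and negative controls.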
KCNH2 WT inh: KCNH2 (human, wildtype) channel inhibition | Q12809 | U2OS, BacMam KCNH2, thallium flux FluxOr; active compounds read low | activity change, % at 1.84 µM | 0.37% of 340,000 active | AID 720551;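 active means maximum activity change below -70%; inconclusive means maximum activity change between -70% and -50%; inactive means maximum activity change above -50%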; further: on the % scale 0 is the no-effect control and ±100 the full control effect
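U2OS cells were transduced with wild-type KCNH2 virus (2.03 x 10^8 / mL) for 4 h at room temperature, then cultured overnight at 37 C. Thallium flux was read with FluxOr dye. Rate constants were normalized to DMSO controls.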
MLL CXXC-DNA inh: MLL CXXC-DNA interaction inhibition | Q03164 | MLL-CXXC / FITC-HOXA9 DNA fluorescence polarization | Potency, µM (top dose mostly 115 µM), inactives show top-dose activity change, negative = inhibition, actives largely listed as inhibitors | 0.037% of 290,000 active | AID 2662; active means well fitted inhibition curve with a large enough effect in the polarisation, with a control signal flat, not every such curve was filed as active; inconclusive means small, poorly fitted or top-dose-only effect, or effect the other way, or a change in a side signal; inactive means no such curve, though single readings can be large or run the other way; the % refers to the polarisation; further: potency means the concentration at half of the fitted maximal effect
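Steps: dispense CXXC domain solution (7 uM) → pin compounds or unlabeled HOX-A9 DNA control → 5 min ambient → add FLSN-HOX-A9 solution (50 nM) → spin → 30 min ambient → fluorescence polarization. Tris pH 7.5/NaCl/DTT/BSA buffer.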
Integrin act MD: integrin-mediated muscular dystrophy alleviation activation; alpha7betagal myoblasts, beta-gal FDG fluorescence, 48 h; Potency, µM (titrated, usually from 38.3 µM), for the others: top-dose activation, hits mostly activators; 0.064% of 350,000 active; AID 624291;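 further: potency means the concentration at half of the fitted maximal effect; 100% = response of the positive control SU9516; nearly all actives have a fitted effect of over 60% in size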
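Alpha7betagal+/- myoblasts (passage 13) were plated 16-24 hr, then exposed to compounds (1:260 dilution of DMSO stock) for 48 hours at 37C. After MPER lysis, β-galactosidase reporter activity was read as FDG fluorescence (ex 480/em 540) after 30 minutes.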
S-ASM inh: inhibitors of human secretory acid sphingomyelinase; 0.006% of 340,000 active; AID 504937; P17405; Potency, µM (top dose mostly 57.5 µM), for the others: at the top dose activity change, negative = inhibition, hits mostly inhibitors; placental ASM, HMU-PC fluorogenic substrate, 60 min; further: potency means the concentration at half of the fitted maximal effect
Target sequence (P17405 47-631 limits assumed): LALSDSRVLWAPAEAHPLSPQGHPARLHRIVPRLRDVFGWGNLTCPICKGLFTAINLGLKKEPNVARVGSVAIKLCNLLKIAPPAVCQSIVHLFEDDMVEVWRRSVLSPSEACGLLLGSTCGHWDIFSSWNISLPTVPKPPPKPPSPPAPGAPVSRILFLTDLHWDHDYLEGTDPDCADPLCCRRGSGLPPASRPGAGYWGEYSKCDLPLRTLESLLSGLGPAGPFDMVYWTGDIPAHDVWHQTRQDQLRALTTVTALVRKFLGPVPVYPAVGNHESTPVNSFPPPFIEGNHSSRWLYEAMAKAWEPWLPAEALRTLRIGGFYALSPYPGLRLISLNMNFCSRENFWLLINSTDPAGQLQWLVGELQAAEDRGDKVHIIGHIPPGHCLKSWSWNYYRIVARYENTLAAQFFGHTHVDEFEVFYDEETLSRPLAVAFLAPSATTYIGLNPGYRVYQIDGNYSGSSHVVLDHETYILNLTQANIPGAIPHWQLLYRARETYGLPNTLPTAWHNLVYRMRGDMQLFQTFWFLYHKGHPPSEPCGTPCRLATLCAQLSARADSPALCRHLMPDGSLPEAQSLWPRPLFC
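Human placenta-derived ASM enzyme was preincubated with compound for 10 minutes at room temperature, then given fluorogenic substrate HMU-PC0 (9 uM final) for 60 minutes at 37 °C; a pH 10 stop preceded fluorescence reading at Ex 386/Em 447 nm.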
TRPV1 agonist: activates the human vanilloid receptor TRPV1. Q8NER1. TRPV1-expressing cells, Fluo-8 calcium influx, agonist mode. activation, % at 8.33 µM. 0.19% of 320,000 active; in the data active means activation above about 80%; inconclusive means between about 30% and that limit; further: 0% is about no effect
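Fluo-8 calcium influx in TRPV1-expressing cells, kinetic read (ex 480/em 520 nm). Compound added and read 3 min for agonist activity, followed by capsaicin at EC20 final and 2 min further read for enhancement.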
An asterisk follows results filed as active; ? = inconclusive; . = not tested or not shown; [ ] = another dose, or the depositor's remark. Unless noted, the call rests on the fitted dose curve; in most records, active means well fitted curve in the direction sought with a large enough effect; inconclusive means small, poorly fitted or top-dose-only effect, or another doubt; inactive means no such curve, though single readings can be large; an effect the other way counts as inactive or inconclusive.

entry	compound	Coupling enz	A-T KAP1 phos	MBNL1-CUG inh	GALK inhibitor	KCNH2 3.1 block
1	O=c1[nH]c(=S)n(-c2ccccc2)c(O)c1C=NCc1ccccn1	1	-8%	-5%	13%	3
2	CC(C)c1ccc(OCC(=O)N2CCN(C)CC2)c(Br)c1	0	-14%	3%	1%	-93*
3	CC(C)N(Cc1nccn1C)C(=O)CCc1nnc(CCCc2ccccc2)o1	0	-1%	2%	8%	5
4	CN1CCN(CC(=O)Nc2ccc(Cl)cc2C(=O)c2ccccc2)CC1	1	2%	0%	0%	-78*
5	Cc1ccc(C(C)C)c(OCC#CCN2CCCC2)c1	1	-4%	-2%	4%	-1
6	CC1(C)C2([N+](=O)[O-])CN3CC1([N+](=O)[O-])CN(C2)C3c1ccccn1 (centres undefined)	1	-15%	-7%	-1%	11
7	O=C(CCN1CCCCC1)Nc1ccc(Cl)cc1C(=O)c1ccccc1	3	3%	1%	-2%	-9
8	CCN(c1ccc(C(O)(C(=O)OC)C(F)(F)F)cc1)S(=O)(=O)c1ccccc1 (centres undefined)	0	5%	-6%	9%	-8
9	COC(=O)c1nc(-c2ccc3c(n2)C(=O)C(N)=C(OC)C3=O)c(N)c(-c2ccc(OC)c(OC)c2O)c1C	-37*	1%	?	?	13
10	CCOC(=O)C1=C(N)Oc2cc(C)oc(=O)c2C12C(=O)N1c3c(cc(OC)cc32)C(C)=CC1(C)C (centres undefined)	0	-4%	8%	0%	7
11	Cc1cccc(C2=NCC(=O)N(CC(=O)NCc3ccco3)c3sc4c(c32)CCCC4)c1	-9	.	-1%	-3%	-9
12	O=C1CCN(C(=O)C(Cl)Cl)N1	-4	-2%	.	10%	16

entry	KCNH2 WT inh	MLL CXXC-DNA inh	Integrin act MD	S-ASM inh	TRPV1 agonist
1	-10	-1%	3%	-1%	-2
2	7	-3%	18%	4%	15
3	2	?	2%	3%	-1
4	?	-6%	-26%	-2%	11
5	8	8%	-4%	4%	7
6	9	-2%	-17%	1%	1
7	16	0%	2%	-3%	3
8	5	6%	18%	4%	1
9	3	?	-52%[inhibitor]	-14%	1
10	-9	0%	-9%	-1%	?
11	8	1%	-8%	-1%	-5
12	2	4%	-4%	7%	-2

Profiles, quoted from the list. Order of screens: Coupling enz | A-T KAP1 phos | MBNL1-CUG inh | GALK inhibitor | KCNH2 3.1 block | KCNH2 WT inh | MLL CXXC-DNA inh | Integrin act MD | S-ASM inh | TRPV1 agonist
CN1CCN(CC(=O)Nc2ccc(Cl)cc2C(=O)c2ccccc2)CC1 is listed with 1 | 2% | 0% | 0% | -78* | ? | -6% | -26% | -2% | 11
Cc1cccc(C2=NCC(=O)N(CC(=O)NCc3ccco3)c3sc4c(c32)CCCC4)c1 is listed with -9 | . | -1% | -3% | -9 | 8 | 1% | -8% | -1% | -5
O=C(CCN1CCCCC1)Nc1ccc(Cl)cc1C(=O)c1ccccc1 is listed with 3 | 3% | 1% | -2% | -9 | 16 | 0% | 2% | -3% | 3

Next part.
entry	compound	Coupling enz	A-T KAP1 phos	MBNL1-CUG inh	GALK inhibitor	KCNH2 3.1 block
13	O=C(O)C1C2CCC(O2)C1C(=O)Nc1ccc(F)c(F)c1 (centres undefined)	0	5%	3%	0%	8
14	COc1ccc(C(=O)C2CN(C)CC2c2ccc(Cl)cc2)cc1 (centres undefined)	2	-2%	-7%	4%	-13
15	COc1ccc(N2C(=O)/C(=C/c3cc(C)n(-c4ccc(C)cn4)c3C)C(=O)NC2=S)c(OC)c1	-1	0%	17%	-2%	7
16	O=C(CN1CCN(Cc2cccc(Cl)c2)C1=O)N1CCC2(CC1)OCCO2	-1	3%	-2%	-2%	-35
17	O=C(OC1CC2CCC(N2)C1C(=O)O)c1ccccc1 (centres undefined)	.	3%	.	.	6
18	O=C(COc1ccc(Cl)cc1)NCCc1cnc[nH]1	-1	1%	-1%	.	-4
19	Cc1cc(O)c2c(c1)C(=O)c1cc(O)cc(O)c1C2=O	-3	.	?	.	-4
20	C[N+](C)(C)CCc1ccc(O)cc1	0	.	0%	1%	4
21	CP(=O)(Nc1ccccc1)C(Cl)(Cl)Cl (centres undefined)	5	2%	-7%	5%	-3
22	Cc1cc(C(=O)C[N+]23CCN(CC2)CC3)c(C)n1-c1ccc(Br)cc1	1	-1%	3%	-2%	-22
23	COC(=O)C1=C(c2cccc(C#N)c2)C[C@@H]2CC[C@H]1N2C(=O)NC1CCCCC1	.	-7%	.	.	9
24	CC1=NN(c2ccccc2)C(=O)C1/C=C1/C(=O)NC(=O)N(c2cc(C)cc(C)c2)C1=O (centres undefined)	14	-7%	13%	-3%	1

entry	KCNH2 WT inh	MLL CXXC-DNA inh	Integrin act MD	S-ASM inh	TRPV1 agonist
13	-7	-11%	14%	4%	0
14	61	-1%	?	-2%	5
15	.	?	?	-2%	1
16	-13	-3%	-16%	0%	0
17	0	.	.	0%	.
18	-9	5%	?	2%	2
19	-5	-5%	.	-17%	.
20	2	4%	14%	-5%	0
21	8	-3%	-3%	6%	-5
22	5	-4%	15%	3%	0
23	-5	.	39%	1%	0
24	3	1%	-2%	-1%	4

Sorted by number of heavy atoms (falling): part of the list above
entry	compound	Coupling enz	A-T KAP1 phos	MBNL1-CUG inh	GALK inhibitor	KCNH2 3.1 block
15	COc1ccc(N2C(=O)/C(=C/c3cc(C)n(-c4ccc(C)cn4)c3C)C(=O)NC2=S)c(OC)c1	-1	0%	17%	-2%	7
14	COc1ccc(C(=O)C2CN(C)CC2c2ccc(Cl)cc2)cc1 (centres undefined)	2	-2%	-7%	4%	-13
13	O=C(O)C1C2CCC(O2)C1C(=O)Nc1ccc(F)c(F)c1 (centres undefined)	0	5%	3%	0%	8

entry	KCNH2 WT inh	MLL CXXC-DNA inh	Integrin act MD	S-ASM inh	TRPV1 agonist
15	.	?	?	-2%	1
14	61	-1%	?	-2%	5
13	-7	-11%	14%	4%	0

Additional results follow:
entry	compound	Coupling enz	A-T KAP1 phos	MBNL1-CUG inh	GALK inhibitor	KCNH2 3.1 block
25	CCN(CC)CCNC(=O)c1c(O)c2ccccc2n(Cc2ccccc2)c1=O	-1	1%	1%	0%	-29
26	COc1ccc(/C=N/N=C(/N)N[N+](=O)[O-])c(OC)c1	1	-2%	?	3%	10
27	CCOC(=O)c1c(NC(NC(=O)CF)C(Cl)(Cl)Cl)sc2c1CCCC2 (centres undefined)	-2	1%	1%	.	-5
28	O=C(NC1CC2CCCC(C1)N2)c1ccccc1 (centres undefined)	4	3%	-3%	7%	12
29	COc1cc(C(c2c(O)c3ccccc3oc2=O)c2c(C)n(C)n(-c3ccccc3)c2=O)ccc1O (centres undefined)	16	1%	-9%	3%	.
30	CN1CCCC1C(O)(c1ccccc1)c1ccccc1 (centres undefined)	.	.	.	.	15
31	N#Cc1cc2c(nc1SCC(=O)Nc1ccc(Cl)cc1)C1CCN2CC1	2	3%	-8%	6%	-1
32	O=C(C(Cc1ccccc1)NS(=O)(=O)c1cccc2nsnc12)N1CCC2(CC1)OCCO2 (centres undefined)	-1	-8%	?	0%	2
33	Cc1cc(N2CCN(C)CC2)nc2ccccc12	3	-4%	4%	5%	3
34	Oc1ccc2c3c1OC1C(O)CC[C@@]4(O)[C@@H](C2)N(CC2CCC2)CC[C@]314 (some centres undefined)	2	.	-1%	-1%	.
35	CC(=NC(C)c1ccccc1)c1c(O)[nH]c(=O)[nH]c1=O (centres undefined)	0	7%	1%	-1%	5
36	CN1C(=O)C(=Cc2ccc(SC3CCCCC3)o2)C(=O)N(C)C1=O	-5	-1%	16%	-2%	-5
37	O=C1CC(=O)N(c2ccc3c(c2)OCO3)C(=O)N1	4	4%	-2%	0%	6
38	CCOc1ccccc1CN1C2CCC1CC(c1ccc(C)cc1)C2 (centres undefined)	2	3%	-4%	0%	?

entry	KCNH2 WT inh	MLL CXXC-DNA inh	Integrin act MD	S-ASM inh	TRPV1 agonist
25	2	-6%	?	-1%	6
26	14	-12%	-15%	-2%	-1
27	-3	10%	9%	-10%	5
28	-7	-4%	-1%	0%	-2
29	27	10%	-15%	-11%	-2
30	15	.	23%	2%	.
31	-18	7%	-18%[7.66 µM]	8%	0
32	3	11%	-17%	-2%	0
33	9	?	4%	14%	0
34	.	8%	.	.	-1
35	8	-6%	-2%	-1%	-1
36	3	7%	-15%	-8%	2
37	-4	3%	17%	7%	-1
38	21	22%	-65%[inhibitor]	5%	0

These rows are one share of the data. The share of hits here may be higher or lower than overall.
